3CLpro inhibitor = SARS-CoV 3CLpro protease inhibition. P0C6X7. recombinant SARS-CoV 3CLpro, quenched FRET peptide cleavage. inhibition, % at 6 µM. 290,000 compounds, 0.14% hits; in the data active = inhibition above about 12%
PrPC surface inh = reduces human prion protein on the cell surface. P04156. AID 720596. cell surface PrPC, TR-FRET read-out. inhibition, % at 13.8 µM. 370,000 compounds, 0.43% hits; in the data active = inhibition above about 24%; also: 0% = median of the test wells and 100% = reference compound wells
Anthrax LF inh2 = blocks Bacillus anthracis lethal factor protease; inhibition, % at 10 µM; 360,000 compounds, 0.12% hits; multiplex microsphere protease cleavage assay, LF; also: plate controls were buffer without enzyme for full effect and enzyme alone for no effect
TcdB inh = TcdB glycohydrolase inhibition. AID 652162. 350,000 compounds, 0.24% hits. P18177. TcdB glycohydrolase enzymatic assay, plate reader. inhibition, % at 9.99 µM; in the data active = inhibition above about 10%
SSB-PriA inh = inhibitors of Klebsiella pneumoniae PriA binding to SSB C-terminal tail | AlphaScreen SSBct-PriA binding, biotinylated peptide | inhibition, % at 33 µM | 430,000 compounds, 0.6% hits | AID 1272365; in the data active = inhibition mostly above about 37%, no sharp cut-off; inactive = mostly below about 20%;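 also: plate controls were negative control peptide for no effect and reference peptide for full effect; strong numbers were not always called active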
BH1578 lux ind = inducers of Vibrio cholerae quorum light production without autoinducers; V. cholerae BH1578 lux reporter, luminescence, 6 h; activation, % at 18.7 µM; 350,000 compounds, 0.16% hits; AID 588436; in the data active = activation mostly above about 9.7%, no sharp cut-off; inconclusive = no clear call, values can overlap the other calls; inactive = mostly below about 3.7%; also: not every result past the cut was called active; inactives centre near 0; reference of the scale not given here
BoNT-A LC inh2 = BoNT A light chain protease inhibition. inhibition, % at 10 µM. AID 588499. 360,000 compounds, 0.17% hits. multiplex microsphere protease substrate cleavage, flow cytometry; also: plate controls were buffer without enzyme for full effect and enzyme alone for no effect
Y pestis TopoI = blocks Yersinia pestis topoisomerase I activity; Y. pestis Topo-I cleavage product accumulation, plate reader; activity, % at 10 µM; 360,000 compounds, 0.064% hits; in the data active = activity above about 50%, passing the limit was not always enough; inconclusive = no clear call, values can overlap the other calls; also: inactives centre near 2
PfHsp40 rescue = restores yeast growth despite PfHsp40 toxicity | S. cerevisiae expressing PfHsp40, growth rescue, ATP luminescence | growth rescue, % at 12.5 µM | 340,000 compounds, 0.68% hits; in the data active = growth rescue above about 28%, passing the limit was not always enough; inconclusive = no clear call, values can overlap the other calls;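 also: yeast W303a lacking pdr1 and pdr3 grown in galactose medium; growth measured after three days at 30 °C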
Starred values were filed as active, the others as inactive; i = inactive; u = inconclusive; x = not tested or not shown. Rule as the data show it, unless noted: active = inhibition above about 30%; inconclusive = no clear call, values can overlap the other calls; inactive = below that. Not all compounds are listed (hit frequency here may not be typical).

SMILES	3CLpro inhibitor	PrPC surface inh	Anthrax LF inh2	TcdB inh	SSB-PriA inh	BH1578 lux ind	BoNT-A LC inh2	Y pestis TopoI	PfHsp40 rescue
O=c1cccc2n1CC1CC2CN(C(c2ccccc2)c2sc3ncnn3c2O)C1 (stereo not drawn)	-1	-4	-18	0.7	2	-0.3	-0.9	0	-0.3
COc1ccc(NS(=O)(=O)c2cccc(C(=O)NCC(c3ccc(OC)cc3)N3CCOCC3)c2)cc1 (stereo not drawn)	-2	6	-6	0.4	9	-0.3	-2.6	13	0.5
O=c1[nH]nc(C(F)(F)F)c2nnn(Cc3ccccc3Cl)c12	2	-1	14	0.8	-1	i	-4.7	-7	-2.6
CN1C(=O)N(C)C(=O)C2(Cc3cc(NC(=O)c4ccccc4)ccc3N3CCCC32)C1=O (stereo not drawn)	4	1	-2	0.6	-2	i	3.1	0	-0.4
NNC(=O)CN1C(c2cccc(Cl)c2)=Nc2ccc(Br)cc2C1c1ccccc1 (stereo not drawn)	7	2	-2	x	24	0.3	1.3	4	0.5
N#C/C(=C\c1c(N2CCOCC2)nc2ccccn2c1=O)S(=O)(=O)c1ccccc1	4	0	1	x	-28	-1.1	1.1	11	0.3
COc1ccc([C@H]2N[C@]3(CCCN(Cc4cccn4C)C3=O)[C@H]3C(=O)N(C)C(=O)[C@@H]23)cc1	x	-9	-12	0.2	x	i	0.0	16	x
COc1ccc(/C=N/NC(=O)c2ccc(Cl)cc2)cc1Cn1cc(Cl)cn1	2	3	-3	0.3	x	1.3	0.5	14	0.3
N#Cc1ccccc1OCC(=O)Nc1c(C(=O)C2CC2)oc2ccccc12	5	3	-9	x	-6	i	0.1	-6	1.2
O=[N+]([O-])c1ccc(C[n+]2cccc3c4ccccc4ccc32)cc1	0	-38	1	0.6	5	i	5.0	-11	-1.9
Cc1nnc(N/N=C\c2ccc(-c3ccccc3[N+](=O)[O-])o2)n1N	4	-13	-2	-2.0	x	-0.2	2.0	-4	-1.3
O=C(NCc1ccccc1Br)c1ccc2c(c1)OCCO2	-1	-5	-5	1.1	-19	i	1.9	5	2.6
O=C(CC1C(=O)NCCN1CC1CCCCC1)NC1(c2ccccc2)CC1 (stereo not drawn)	-3	5	0	0.1	-17	1.8	-2.6	5	-0.3
CCC(C)(C)n1nnnc1C(c1cc2cc(OC)c(OC)cc2[nH]c1=O)N1CCc2ccccc21 (stereo not drawn)	0	-2	2	x	9	i	-4.1	16	-0.3
CCC1Nc2ncnc(N3CCN(c4ccccc4)CC3)c2N(Cc2ccc(C)cc2)C1=O (stereo not drawn)	x	1	-4	1.0	6	i	-0.4	23	-1.6

Copied from the list:
3CLpro inhibitor with `N#Cc1ccccc1OCC(=O)Nc1c(C(=O)C2CC2)oc2ccccc12` = 5
PfHsp40 rescue with `O=C(CC1C(=O)NCCN1CC1CCCCC1)NC1(c2ccccc2)CC1` (stereo not drawn) = -0.3

A different layout for some results above:
SMILES,3CLpro inhibitor,PrPC surface inh,Anthrax LF inh2,TcdB inh,SSB-PriA inh,BH1578 lux ind,BoNT-A LC inh2,Y pestis TopoI,PfHsp40 rescue
NNC(=O)CN1C(c2cccc(Cl)c2)=Nc2ccc(Br)cc2C1c1ccccc1 (stereo not drawn),7,2,-2,x,24,0.3,1.3,4,0.5
N#C/C(=C\c1c(N2CCOCC2)nc2ccccn2c1=O)S(=O)(=O)c1ccccc1,4,0,1,x,-28,-1.1,1.1,11,0.3
COc1ccc([C@H]2N[C@]3(CCCN(Cc4cccn4C)C3=O)[C@H]3C(=O)N(C)C(=O)[C@@H]23)cc1,x,-9,-12,0.2,x,i,0.0,16,x
COc1ccc(/C=N/NC(=O)c2ccc(Cl)cc2)cc1Cn1cc(Cl)cn1,2,3,-3,0.3,x,1.3,0.5,14,0.3
N#Cc1ccccc1OCC(=O)Nc1c(C(=O)C2CC2)oc2ccccc12,5,3,-9,x,-6,i,0.1,-6,1.2
O=[N+]([O-])c1ccc(C[n+]2cccc3c4ccccc4ccc32)cc1,0,-38,1,0.6,5,i,5.0,-11,-1.9
Cc1nnc(N/N=C\c2ccc(-c3ccccc3[N+](=O)[O-])o2)n1N,4,-13,-2,-2.0,x,-0.2,2.0,-4,-1.3
O=C(NCc1ccccc1Br)c1ccc2c(c1)OCCO2,-1,-5,-5,1.1,-19,i,1.9,5,2.6
O=C(CC1C(=O)NCCN1CC1CCCCC1)NC1(c2ccccc2)CC1 (stereo not drawn),-3,5,0,0.1,-17,1.8,-2.6,5,-0.3
CCC(C)(C)n1nnnc1C(c1cc2cc(OC)c(OC)cc2[nH]c1=O)N1CCc2ccccc21 (stereo not drawn),0,-2,2,x,9,i,-4.1,16,-0.3

Following part:
SMILES	3CLpro inhibitor	PrPC surface inh	Anthrax LF inh2	TcdB inh	SSB-PriA inh	BH1578 lux ind	BoNT-A LC inh2	Y pestis TopoI	PfHsp40 rescue
CN(Cc1ccccc1)C(=O)c1ccc(NC(=O)Cc2ccc([N+](=O)[O-])cc2)cc1	x	-6	-2	0.2	1	-0.3	0.4	21	-0.2
Cc1ccc(/C=C2\C(=O)ON=C2c2ccccc2)o1	-1	-1	1	-1.1	-17	-0.2	1.2	-5	-0.1
CCOc1ccc(C2C(C(=O)c3cccs3)=C(O)C(=O)N2CCN2CCOCC2)cc1 (stereo not drawn)	3	0	-14	1.0	2	i	-2.1	8	-1.3
COc1ccc(Cl)cc1N1C(=O)[C@@H]2C(c3cccc(OC)c3OC)=NO[C@@H]2C1=O	-1	2	0	x	-13	1.5	-1.5	-2	8.0
O=[N+]([O-])c1ccccc1CNC1CCCCCC1	2	-15	1	-0.3	2	-0.4	-0.5	0	0.0
CCCOc1ccc(-c2c(C(=O)N/N=C(\C)c3cccnc3)nnn2-c2nonc2N)cc1	9	2	0	1.4	x	i	5.2	13	-1.0
CCCc1ccc(OCc2ccc(C(=O)N3CCCC3)o2)cc1	2	22	-1	-10	-16	i	-5.0	44	0.3
O=S(=O)(Nc1nc2ccccc2nc1N1CCN(c2ccccn2)CC1)c1ccc(Cl)cc1	2	6	-2	x	4	2.8	0.8	9	142*
COc1cccc(C2NC(=O)NC(C)=C2C(=O)Nc2ccc(C)cc2)c1OC (stereo not drawn)	4	1	-14	1.4	-2	1.7	-1.6	1	-0.7
COC(=O)c1ccc(CNC(=O)COC(=O)/C=C/c2cccc(OC)c2)cc1	x	8	0	2.0	x	i	0.1	20	x
COc1cccc(-c2nc(CS(=O)(=O)CC(=O)NC3CCCCCC3)c(C)o2)c1	4	-1	3	-1.4	-7	-0.3	-0.8	5	1.4
Cc1cc(C)c(NC(=O)Cn2nnc(C(=O)NCc3cccs3)c2N)c(C)c1	5	-4	1	x	-11	-0.2	-1.5	2	0.1
CN(C)c1ccc(NC(=O)Nc2ccc3snnc3c2)cc1	-1	0	-6	x	15	i	-0.1	-20	-0.5
COc1ccc(C2C(C(=O)/C=C/c3ccco3)=C(O)C(=O)N2CCN2CCOCC2)cc1OC (stereo not drawn)	3	-8	-5	-4.3	1	-0.3	-0.1	-9	-0.5
CC(C)CC(C(=O)Nc1ccc2c(c1)OCCO2)N1C(=O)c2ccccc2C1=O (stereo not drawn)	-1	3	1	x	-4	i	0.1	3	1.1
CN(C)C(=S)N=c1ssc(=S)n1Cc1cccnc1	x	-1	5	0.5	-10	-0.8	0.3	0	-1.8
COc1cc(Nc2ccn3nccc3n2)cc(OC)c1OC	x	-5	-5	0.3	x	i	-0.3	-11	x
COc1ccccc1-n1cnnc1SCC(=O)N1CCOCC1	0	3	0	1.6	-5	i	-1.4	4	-1.7
O=C1CCC(C(=O)OCc2nnc(-c3ccc(Br)cc3)o2)=NN1	x	9	-5	-0.3	-7	-0.7	-0.3	-1	1.3
O=C(CC1S/C(=N\S(=O)(=O)c2ccccc2)N(c2ccccc2)C1=O)Nc1ccc(F)cc1 (stereo not drawn)	0	-2	-1	x	x	-0.2	-0.4	-1	1.6
COc1ncnc2c1ncn2CC1COC(C)(C)O1 (stereo not drawn)	x	6	-2	-1.1	-11	0.6	-3.9	0	-1.2
COc1ccc(C(=O)NCC2OCCc3ccccc32)c(O)c1 (stereo not drawn)	-2	-3	7	x	-17	-8.3	0.2	4	8.7
COc1ccccc1N(C)S(=O)(=O)c1ccc(C(=O)N2CCC(C(N)=O)CC2)cc1	4	6	-2	1.8	1	i	-0.3	4	0.0
COc1ccc2nc(N3C(=O)C(O)=C(C(=O)c4ccco4)C3c3ccc(OC)c(OC)c3)sc2c1 (stereo not drawn)	x	-4	1	-0.4	x	-0.7	2.6	19	x
O=C(Nc1nc(-c2ccncc2)cs1)c1ccc(S(=O)(=O)N2CCOCC2)cc1	-3	7	3	x	2	-1.4	0.3	-3	-0.6
COc1cc2c(cc1OC)C(Cc1ccccc1[N+](=O)[O-])=NCC2	x	-9	0	-4.3	22	-1.0	0.2	-2	4.1
CCOC(=O)c1sc(NC(=O)CN2C(=O)C3CC=CCC3C2=O)nc1C (stereo not drawn)	x	-12	0	1.3	-12	i	1.3	-4	-0.9
CSCC[C@H](NC(=O)NC1CCCC1)C(=O)O	1	-7	4	0.4	-6	i	0.4	-8	0.5
COC(=O)c1c(C)oc(C)c1S(=O)(=O)NCc1ccc(Cl)cc1Cl	8	8	-10	-1.8	0	-0.8	u	10	-0.2
O=C(Nc1ccnn1C1CCN(C2CCCCC2)CC1)c1ccccc1	-4	3	-2	-0.4	-13	i	-6.8	1	-0.5
C=C(C(=O)c1ccccc1)C(C(=C)C(=O)c1ccccc1)c1ccc(OC)cc1	3	2	-11	x	-12	-0.3	-0.4	-2	-0.8
O=C(Nc1ccon1)c1ccc2c(c1)OCO2	-1	-1	2	x	-11	-0.7	u	-1	-0.4
Cc1nc2c(-c3ccc(F)cc3)c(C)nn2c(C)c1CCC(=O)NC(C)CCc1ccco1 (stereo not drawn)	1	16	0	-0.1	0	x	0.3	24	0.8
COc1ccc(CNC(=O)C2CC(=O)N(c3ccc(OCC(=O)N4CCCCC4)cc3)C2)cc1 (stereo not drawn)	2	-5	-4	x	-18	i	0.4	3	-1.4
O=C(C1CCCN(Cc2ccccc2Br)C1)N1CCCCC1 (stereo not drawn)	-7	-3	2	x	-6	-0.4	-0.8	15	0.2
CCN(CC)CCCNC(=O)Cn1cnc2sc(C)c(S(=O)(=O)N3CCC(C)CC3)c2c1=O	0	-3	-3	0.7	-17	-0.2	-0.7	7	-0.9
O=C(Cn1cc2c(n1)CCCCC2)N1CCc2ccccc2C1	4	-7	1	1.5	4	i	0.6	0	-1.7
O=C(NCCS(=O)(=O)NCc1ccc2c(c1)OCO2)c1ccccc1	x	-7	-2	0.9	-1	-4.2	-2.7	-5	-0.6
Cc1ccccc1CCNC(=O)c1ccc(Cl)c(S(=O)(=O)N2CC(C)OC(C)C2)c1 (stereo not drawn)	x	22	x	-0.3	-7	i	x	20	0.5
CC(=O)Nc1cc2c3c(cccc3c1)-c1ccccc1-2	x	-7	-5	0.2	-27	3.8	2.0	3	4.3
NC(=O)c1ccccc1OCC(=O)Nc1ccc2c(c1)CCC2	x	1	-9	0.7	-21	i	-1.5	5	-0.8
O=C(Nc1cccc(C(=O)O)c1)/C(=C\c1ccc2c(c1)OCO2)NC(=O)c1ccc(Br)o1	1	-3	0	-1.4	-8	-0.2	0.1	-8	-0.2
CC(C)C(NS(=O)(=O)c1ccc(Br)s1)C(=O)O (stereo not drawn)	3	10	3	x	-1	i	0.5	4	-1.4
OCc1cccc(Nc2ncnc3sc4c(c23)CCCCC4)c1	-1	-7	1	-3.8	-6	0.8	2.6	2	0.2
Cc1cccc(C(=O)N(Cc2ccc(C)o2)C2CCS(=O)(=O)C2)c1 (stereo not drawn)	-1	1	1	0.8	2	0.0	-1.0	2	-0.2
CC(=O)N=c1sc2ccccc2n1C	4	2	-3	x	-2	i	-1.1	0	-0.3
